CHRM5 antagonist – human M5 muscarinic receptor antagonists, primary screen, CHO cells, Fluo-8 calcium fluorescence; Muscarinic acetylcholine receptor M5 (Homo sapiens), P08912; CHO-hM5 cells, ACh EC80; inhibition, % at 3 µM; actives 0.59% (n = 360,000);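 active = inhibition above a per-plate cutoff, the mean of that plate's test compounds plus 3 SD, cut at about 27% in these data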;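 note: 0% = acetylcholine EC80 with DMSO and 100% = DMSO without agonist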
Target sequence (P08912 whole entry, looked up): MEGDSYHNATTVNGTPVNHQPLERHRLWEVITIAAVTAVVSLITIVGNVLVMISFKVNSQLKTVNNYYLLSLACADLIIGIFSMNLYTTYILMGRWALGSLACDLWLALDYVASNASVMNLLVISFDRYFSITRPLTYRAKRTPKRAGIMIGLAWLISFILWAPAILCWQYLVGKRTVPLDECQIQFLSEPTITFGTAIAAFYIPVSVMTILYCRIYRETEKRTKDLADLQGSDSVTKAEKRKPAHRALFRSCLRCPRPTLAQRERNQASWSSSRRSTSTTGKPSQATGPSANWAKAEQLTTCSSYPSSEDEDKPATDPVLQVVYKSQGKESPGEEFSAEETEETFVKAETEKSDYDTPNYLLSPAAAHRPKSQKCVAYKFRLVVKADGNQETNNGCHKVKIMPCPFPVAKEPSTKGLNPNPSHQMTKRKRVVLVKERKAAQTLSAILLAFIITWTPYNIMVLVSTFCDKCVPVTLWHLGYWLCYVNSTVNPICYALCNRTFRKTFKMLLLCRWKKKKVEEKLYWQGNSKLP
M1 PAM parental – nonselective calcium activators in parental CHO-K1 cells, primary screen, counter-screen for M1 PAM project, cell-based, Fluo-8 calcium fluorescence, full deck, 1536-well | ATP EC20; 0% at ATP EC20, 100% at ATP max | activation, % at 3 µM | actives 0.02% (n = 360,000) | AID 602247, 2012;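 active = activation above the run cutoff, the mean activation of all test compounds plus 3 SD, cut at about 40% in these data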;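 note: peak over basal fluorescence ratio in a 140 s read after ATP addition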
CHRM5 PAM – human M5 muscarinic receptor positive allosteric modulators, primary screen, CHO-K1 cells, Fluo-8 calcium fluorescence; CHO-K1 hM5, ACh EC20 PAM; 0% = ACh EC20, 100% = ACh EC100; activation, % at 3 µM; actives 0.3% (n = 360,000); AID 624038, 2012;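 active = activation above the run cutoff, the mean activation of all test compounds plus 3 SD, cut at about 18% in these data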
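Assay system: CHO-K1 hM5 cells. Also added: acetylcholine at EC20 concentration, added after compound. Dosing: 3 µM, single dose. Times: compound preincubation 140 s before EC20 acetylcholine addition. Signal: Fluo-8 calcium fluorescence. Measure: % activation relative to EC20 and EC100 ACh responses. Repeats: singlicate, one well per test compound.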
M5 ag – human M5 muscarinic receptor agonists, primary screen, CHO-K1 cells, Fluo-8 calcium fluorescence; CHO-K1 hM5 cells; 0% DMSO wells, 100% maximal acetylcholine response; activation, % at 3 µM; actives 0.19% (n = 360,000); AID 624037, 2012;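 active = activation above the run's mean over test compounds plus 3 SD, cut at about 23% in these data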;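 note: signal is peak over basal fluorescence ratio across the kinetic read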
CHO-K1 Ca ag – counter-screen for M1 agonists: effect in parental CHO-K1 cells; Fluo-8 calcium fluorescence; scaled to maximal ATP response, vehicle zero; activation, % at 3 µM; actives 0.48% (n = 360,000); AID 602248, 2012; in the data active = activation above about 15%;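 note: untransfected CHO-K1 host cells lacking M1 receptor as counterscreen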
M4 antag – human M4 muscarinic receptor antagonists, primary screen, CHO cells, Fluo-8 calcium fluorescence. CHO-hM4 cells, ACh EC80. inhibition, % at 3 µM. actives 0.73% (n = 360,000);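 active = inhibition above its plate's cutoff, the mean inhibition of sample wells plus 3 SD, cut at about 27% in these data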;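 note: 0% = acetylcholine EC80 with DMSO and 100% = DMSO without agonist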
Target sequence (P08173 whole entry, looked up): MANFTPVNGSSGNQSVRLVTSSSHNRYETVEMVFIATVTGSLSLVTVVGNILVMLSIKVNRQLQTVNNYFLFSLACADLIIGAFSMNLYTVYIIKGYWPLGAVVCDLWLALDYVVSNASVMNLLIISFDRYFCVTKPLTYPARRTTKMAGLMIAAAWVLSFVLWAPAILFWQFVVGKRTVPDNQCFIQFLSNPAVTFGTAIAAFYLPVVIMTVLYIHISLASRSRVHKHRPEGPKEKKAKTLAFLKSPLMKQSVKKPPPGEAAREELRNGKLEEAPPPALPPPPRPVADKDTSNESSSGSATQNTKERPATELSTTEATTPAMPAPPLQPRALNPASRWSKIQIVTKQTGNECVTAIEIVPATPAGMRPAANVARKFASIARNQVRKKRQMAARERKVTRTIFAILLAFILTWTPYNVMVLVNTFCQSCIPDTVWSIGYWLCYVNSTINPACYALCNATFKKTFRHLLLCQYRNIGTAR
M4 ag – human M4 muscarinic receptor agonists, primary screen, CHO-K1 cells, Fluo-8 calcium fluorescence; Muscarinic acetylcholine receptor M4 (Homo sapiens), P08173; CHO-K1 hM4/Gqi5; vehicle 0%, full acetylcholine response 100%; activation, % at 3 µM; actives 0.14% (n = 360,000); AID 624127, 2012;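 active = activation above the run mean over all test wells plus 3 SD, cut at about 32% in these data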;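 note: peak over basal fluorescence ratio per well then scaled between controls; 0% = DMSO wells and 100% = acetylcholine at EC100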
CHO-K1 Ca antag – counter-screen for M1 antagonists: effect in parental CHO-K1 cells | actives 0.6% (n = 360,000) | ATP-induced calcium, Fluo-8 fluorescence | inhibition, % at 3 µM | AID 602250;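 active = inhibition above a per-plate cutoff, the plate's mean sample inhibition plus 3 SD, cut at about 24% in these data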;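 note: 0% = DMSO plus EC80 ATP and 100% = DMSO alone without ATP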
CHRM4 PAM – human M4 muscarinic receptor positive allosteric modulators, primary screen, CHO-K1 cells, Fluo-8 calcium fluorescence. Muscarinic acetylcholine receptor M4 (Homo sapiens), P08173. CHO-K1 hM4/Gqi5, ACh EC20; 0% = ACh EC20, 100% = maximal ACh. AID 624126, 2012. activation, % at 3 µM. actives 0.4% (n = 360,000);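 active = activation above its plate's cutoff, the mean activation of sample wells plus 3 SD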; note: some results filed as inactive read as strong as hits
An asterisk follows results filed as active. Some of the compounds tested (hit frequency here may not be typical).

The line under a structure holds: CHO-K1 Ca antag, M5 ag, M4 ag, M4 antag, CHRM5 PAM, CHRM5 antagonist, CHRM4 PAM, M1 PAM parental, CHO-K1 Ca ag
1) O=c1[nH]c(=S)n(C2CCCCC2)c(O)c1/C=N/N1CCOCC1
  15, 2, 1, -3, 7, 6, 1, -24, -0.1
2) CC(C)Oc1ccc(CC2(CCc3ccncc3)C(=O)NC(=O)NC2=O)cc1
  0, 3, 13, 6, -10, 10, -3, 4, 3.1
3) CCN1CCN(Cc2ccc(C)cc2C)CC1
  2, -6, 1, 8, -1, 1, 1, 14, 0.4
4) COc1ccc2c(c1)c(C(=O)C(C)N1CCCCC1)c(C)n2C (stereo not drawn)
  -3, 2, 18, 1, -7, 7, -1, 7, 5.6
5) c1ccc2c(CN3CCCCC3)c[nH]c2c1
  -9, -4, 1, -1, -2, 10, -9, 9, 1.0
6) COC(=O)C1=C(c2cc3ccccc3o2)C[C@@H]2CC[C@H]1N2C(=O)NC1CCCCC1
  -17, -9, 0, 1, 6, 8, 8, 18, -0.8
7) Cc1ccc(-c2nn(CCC#N)cc2C(=O)O)cc1C
  -9, 1, 1, -8, -2, 1, 4, 14, 0.7
8) Cc1ccc(-n2c(C)nc3cc(Cl)ccc3c2=O)nc1
  -7, -3, 1, -5, 2, -2, -1, 4, 1.4
9) O=c1[nH]c(=O)n(CCc2ccc(F)cc2)c(O)c1C=NCCCN1CCOCC1
  -14, 2, 2, -11, 8, -3, 16, 19, 0.2
10) CCOC(=O)C1(c2ccccc2)CCN(CCC(C#N)(c2ccccc2)c2ccccc2)CC1
  -15, 1, -1, -7, -19, 21, -10, 6, 0.3
11) CCCCn1c(O)c(C(C)=NCCCN(C)C)c(=O)[nH]c1=O
  -5, 0, 0, 2, 9, -1, 3, 21, 0.6
12) COC(=O)C1(F)C(=O)NC(=O)NC1O (stereo not drawn)
  -11, 3, 1, 8, -2, 3, 6, 3, 0.5
13) COC(=O)C1=C(c2ccc(OCc3ccccc3)cc2)C[C@@H]2CC[C@H]1N2C(=O)NCc1ccc(OC)cc1
  -8, 2, 4, -3, -1, 7, -2, 20, 3.5
14) O=C(c1ccc(N2CCCCC2)c([N+](=O)[O-])c1)N1CCC2(CC1)OCCO2
  -12, 1, 4, 1, 8, 0, 0, 10, 0.4
15) Cn1c(O)c(C=NCCN2CCOCC2)c(=O)[nH]c1=S
  -7, 3, 21, -2, -13, 17, -6, 9, 14
16) CN1CCC(=O)N(CCN=[N+]=[N-])CC1
  -1, 1, 2, -1, 3, 3, 0, -7, -0.1
17) CCN(C=C1CC2C3CC=C4CC(O)CCC4(C)C3CCC2(C)C1=O)CC (stereo not drawn)
  1, 3, 2, 5, 1, -12, 7, -6, 0.0
18) CSc1ccc(C(=O)C(C)(C)N2CCOCC2)cc1
  -5, -11, -1, -6, 8, -4, 1, 16, 0.4
19) CCN(CC)CCC(=O)O[C@H]1CC[C@]2(C)C3CC[C@@]4(C)C(CC[C@]4(C)O)C3CC[C@H]2C1 (stereo partly drawn)
  21, 1, 29, 28*, -37, 27, -10, 3, 7.0
20) CC1CCC(NCC(O)c2ccccc2)CC1 (stereo not drawn)
  -7, 5, 1, -1, -10, 4, 3, 2, 0.8
21) CCOC(=O)CNC(=O)CSP(=S)(OCC)OCC
  3, 5, 1, -1, -2, -6, 33*, -3, 0.0
22) Nc1ccc(N=Nc2ccccc2)cc1
  -2, 8, 14, 10, -17, 12, -13, 7, 3.8
23) N/C(=N\[N+](=O)[O-])N1CCN(C(=O)OC2CCCC2)CC1
  2, -2, 0, 0, 2, 2, 4, 11, -0.7
24) Cn1c(CN2CCN(C(=O)COc3ccccc3)CC2)nc2cc([N+](=O)[O-])ccc21
  0, 1, 0, 8, -3, 2, -3, -2, -0.4
25) CC(C)(C)n1nnnc1C(c1ccccc1)N1CCC2(CC1)C(=O)NCN2c1ccccc1 (stereo not drawn)
  -15, 6, 7, -8, 1, -1, -1, 19, 3.6
26) O=C(O)c1ccc(N=Cc2c(O)[nH]c(=O)[nH]c2=O)cc1
  -6, -3, 2, -1, 1, -1, -3, 11, 0.7
27) N#Cc1cc2c(nc1SCC(=O)Nc1cc(Cl)cc(Cl)c1)C1CCN2CC1
  -6, -2, 1, -9, -4, 0, 4, 15, 0.0
28) CCCCn1c(C)c(C(=O)OCC)c2c(CN3CCOCC3)c(O)ccc21
  -7, 1, -1, 8, 0, 1, -2, 11, 0.1
29) O=c1[nH]c(CN2CC=C(c3ccccc3)CC2)nc2cc(C(F)(F)F)ccc12
  1, 0, 0, 9, 1, -3, -4, 12, -0.1
30) COC(=O)C1=C(c2ccc(OCc3ccccc3)cc2)C[C@@H]2CC[C@H]1N2C(=O)NCCc1ccc(F)cc1
  -13, 2, 3, -7, -3, 3, -9, 18, 2.8
31) OC1(c2ccc(F)cc2)CC2CCC(C1)N2Cc1nnnn1C1CCCCC1 (stereo not drawn)
  -1, 3, 5, 5, -7, -3, 3, -1, 1.1
32) O=C1CC(N2CCC(n3c(=O)[nH]c4ccccc43)CC2)C(=O)N1c1ccc(F)cc1 (stereo not drawn)
  2, 4, 11, -5, -8, 1, -10, 11, 4.0
33) Cc1nn(-c2ccccc2)c(C)c1NC(=O)COC(=O)Cc1ccccc1
  9, 0, 6, 0, -5, 15, -3, -11, 3.0
34) CN1CCN(/N=C/c2c[nH]c3ccccc23)CC1
  -11, -1, 2, -2, 7, 6, 5, 22, 0.7
35) CCCCc1ccc2[nH]cc(CCN)c2c1
  -4, 1, 13, 11, 3, 4, 3, 15, 3.0
36) Cc1cc(Cl)ccc1C(=O)C1CCCN(C2CCSCC2)C1 (stereo not drawn)
  -15, -9, 2, 33*, -20, 11, -24, 11, 0.2
37) CCCCC(CC)CNCC(O)c1ccccc1 (stereo not drawn)
  -15, -16, 3, 5, 7, -3, -2, 20, 1.4
38) Cn1c(O)c(/C=N/N2CCOCC2)c(=O)n(-c2ccccc2)c1=S
  4, -4, 0, 1, -1, 9, -2, -2, 0.0
39) Nc1ccc2nonc2c1[N+](=O)[O-]
  -6, 4, 9, 11, -2, 6, -9, 19, 17*
40) CCN(CC)CCCN=Cc1c(O)n(CCc2ccc(F)cc2)c(=O)[nH]c1=O
  9, -4, 0, 5, 2, -6, 1, -7, -0.2
41) O=C(c1cccn2c(=O)c3ccccc3nc12)N1CCC2(CC1)OCCO2
  -4, 1, 0, 3, -4, 1, 10, 23, 0.7
42) O=C(c1ccc(Br)cc1)C12CN3CN(CN(C3)C1)C2
  7, -4, 1, 8, 0, 9, -3, -14, 0.3
43) Oc1ccc2c3c1O[C@H]1c4oc5ccccc5c4C[C@@]4(O)[C@@H](C2)N(CC2CC2)CC[C@]314
  5, 0, 1, 9, 3, -4, -5, -10, 0.3
44) CC(C)c1ccc(-n2c(O)c(/C=N/N3CCOCC3)c(=O)[nH]c2=S)cc1
  8, 4, 1, 2, 3, -3, -10, -23, -0.1
45) CC(=O)c1ccc2c(c1)OCO2
  17, 3, 0, 5, -2, 6, -4, -16, 0.1
46) COC(=O)C1=C(c2ccc(-c3ccccc3)c(F)c2)C[C@@H]2CC[C@H]1N2C(=O)NCCc1ccccc1
  5, -1, 2, 26, -6, -3, -16, -9, -0.7
47) CCC(c1nnnn1C1CCCCC1)N1CCC2(CC1)C(=O)NCN2c1ccccc1 (stereo not drawn)
  6, 3, 1, -20, 9, -18, 9, 18, 0.7
48) CC(C)(O)/C=C/C(=O)[C@](C)(O)C1[C@H](O)C[C@@]2(C)C3CC=C4C(C[C@H](O)[C@@H](O)C4(C)C)[C@]3(C)C(=O)C[C@]12C (stereo partly drawn)
  -15, -1, 1, 4, -7, 14, 1, 13, 0.5
49) C=CCN=C(SCC(=O)c1ccc(Cl)cc1)c1c(O)n(C)c(=O)n(C)c1=O
  1, -4, 12, 22, -5, 14, 12, 2, 1.9
50) CN(C)P(=S)(Nc1ccccc1)C(Cl)(Cl)Cl (stereo not drawn)
  -4, -1, 9, -6, -11, 11, -1, 6, 2.9
51) CCN1CCN(C(=O)Cc2ccc(C)cc2)CC1
  -9, -1, 1, 10, -2, 6, -2, 20, 0.3
52) COc1ccc(/C=C/C(=O)NC(=S)N2C[C@H]3C[C@H](C2)c2cccc(=O)n2C3)cc1
  4, 3, 0, 2, -1, 0, -7, -13, -0.4
53) CCc1cccc(C)c1NC(=S)N1CC2CC(C1)c1cccc(=O)n1C2 (stereo not drawn)
  -14, 0, 0, -2, 2, 1, 4, 20, 0.1
54) CCC1(NS(=O)(=O)c2ccc(N)cc2)C(=O)N(C)C(=O)N(C)C1=O
  -9, -9, 0, -3, -38, 18, 6, 7, 0.4
55) O=C(c1cccc([N+](=O)[O-])c1)C12CN3CN(CN(C3)C1)C2
  -9, -1, 0, 3, 2, 0, 2, -10, -0.1
56) c1ccc2cc(C3N4CCCN34)ccc2c1 (stereo not drawn)
  -16, -1, 0, -7, 2, -13, -3, 13, -0.7
57) O=C(COC(=O)Cc1ccccc1)Nc1ccc(F)cc1
  0, -3, 0, 6, 0, 3, 2, 7, 0.3
58) Clc1ccc(C[n+]2c(-c3ccccc3)cc(-c3ccccc3)cc2-c2ccccc2)cc1
  8, -9, 6, 31*, -19, 23, -10, -1, 4.6
59) CC1(C)C2([N+](=O)[O-])CNCC1([N+](=O)[O-])CNC2
  -15, 1, 0, 7, 6, 0, 10, 27, -0.1
60) COc1ccc(-n2c(O)c(/C=C3\C=Nc4ccc(Br)cc43)c(=O)[nH]c2=O)cc1
  -10, 2, 4, -16, -2, 3, -4, -11, 2.6
61) CCn1c(O)c(C=Nc2cc(Cl)ccc2Cl)c(=O)n(CC)c1=O
  -5, 1, 1, -6, -6, 7, 8, 5, 0.3

Screens (PubChem)
